Mtb FBA inh – inhibits M. tuberculosis FBA enzyme. P9WQA3. purified M. tuberculosis FBA, fluorescence read-out. inhibition, % at 1 µM. actives 2.3% (n = 360,000). AID 588726; in the data active means inhibition above about 27%;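 further: 0% = vehicle and 100% = reference inhibitor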
CCHFV vOTU inh – CCHFV vOTU protease inhibition | Pep-AMC fluorescence | inhibition, % at 11.5 µM | actives 0.55% (n = 370,000); further: 0% = vehicle wells with enzyme and 100% = no enzyme wells
FadD28 FP inh – blocks FadD28 binding to the bisubstrate probe; inhibition, % at 12.5 µM; actives 0.22% (n = 360,000); AID 588549; fluorescence polarization; in the data active means inhibition above about 8.5%, passing the limit was not always enough; inconclusive means no clear call, values can overlap the other calls
GDH-TPI inh – GDH-TPI coupled enzyme inhibition counter-screen; inhibition, % at 4.8 µM; actives 1.2% (n = 360,000); GDH-TPI coupled enzyme counterscreen, NADH absorbance; AID 588335;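 further: 0% = DMSO wells and 100% = wells lacking the enzyme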
UGM FP inh – inhibitors of M. tuberculosis UDP-galactopyranose mutase. P9WIQ1. purified UGM, fluorescence polarization probe displacement. inhibition, % at 10 µM. actives 0.06% (n = 320,000). AID 504406; in the data active means inhibition above about 10%, passing the limit was not always enough; inconclusive means no clear call, values can overlap the other calls
Target sequence (P9WIQ1 whole entry, looked up): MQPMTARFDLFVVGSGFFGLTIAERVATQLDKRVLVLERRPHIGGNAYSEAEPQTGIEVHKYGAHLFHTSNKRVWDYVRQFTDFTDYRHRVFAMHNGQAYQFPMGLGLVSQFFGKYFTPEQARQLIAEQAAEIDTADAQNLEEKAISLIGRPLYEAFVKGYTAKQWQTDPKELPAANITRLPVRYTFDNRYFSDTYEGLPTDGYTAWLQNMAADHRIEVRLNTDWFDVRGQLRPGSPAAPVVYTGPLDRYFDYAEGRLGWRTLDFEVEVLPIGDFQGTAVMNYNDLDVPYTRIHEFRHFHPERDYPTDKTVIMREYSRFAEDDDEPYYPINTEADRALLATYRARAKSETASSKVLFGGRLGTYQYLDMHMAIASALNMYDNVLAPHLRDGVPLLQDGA
BoNT F protease – blocks Botulinum neurotoxin F light chain protease | inhibition, % at 10 µM | Multiplex microsphere protease cleavage assay, flow cytometry | actives 0.22% (n = 360,000); in the data active means inhibition above about 35%, passing the limit was not always enough; inconclusive means no clear call, values can overlap the other calls; further: plate controls were buffer without enzyme for full effect and enzyme alone for no effect
BioA inh – blocks M. tuberculosis BioA enzyme activity; purified M. tuberculosis BioA enzyme, plate reader; inhibition, % at 9.99 µM; actives 0.096% (n = 360,000); in the data active means inhibition above about 40%; inconclusive means no clear call, values can overlap the other calls
MazF activator – increases E. coli MazEF RNase cleavage of RNA; actives 0.32% (n = 350,000); P0AE70; activation, % at 20 µM; FAM/BHQ RNA-DNA oligo cleavage fluorescence, 5 h; in the data active means activation above about 50%
Target sequence (P0AE70 whole entry, looked up): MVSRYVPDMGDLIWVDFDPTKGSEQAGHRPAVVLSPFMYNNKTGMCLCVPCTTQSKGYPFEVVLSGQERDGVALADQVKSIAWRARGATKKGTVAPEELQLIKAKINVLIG
DUSP3 inh – DUSP3 (human) phosphatase inhibition; actives 0.52% (n = 290,000); P51452; inhibition, % at 13.3 µM; recombinant VHR phosphatase, pNPP absorbance; AID 1654; in the data active means inhibition above about 50%; further: some compounds called inactive have numbers as strong as hits
Rv3671c protease – inhibits the M. tuberculosis serine protease Rv3671c; P9WHR9; AID 2606; inhibition, % at 5.96 µM; actives 0.048% (n = 320,000); in the data active means inhibition above about 38%;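 further: extracellular domain of Rv3671c used as enzyme; 0% = enzyme with DMSO and 100% = no enzyme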
Target sequence (P9WHR9 whole entry, looked up, the tested form may be a part): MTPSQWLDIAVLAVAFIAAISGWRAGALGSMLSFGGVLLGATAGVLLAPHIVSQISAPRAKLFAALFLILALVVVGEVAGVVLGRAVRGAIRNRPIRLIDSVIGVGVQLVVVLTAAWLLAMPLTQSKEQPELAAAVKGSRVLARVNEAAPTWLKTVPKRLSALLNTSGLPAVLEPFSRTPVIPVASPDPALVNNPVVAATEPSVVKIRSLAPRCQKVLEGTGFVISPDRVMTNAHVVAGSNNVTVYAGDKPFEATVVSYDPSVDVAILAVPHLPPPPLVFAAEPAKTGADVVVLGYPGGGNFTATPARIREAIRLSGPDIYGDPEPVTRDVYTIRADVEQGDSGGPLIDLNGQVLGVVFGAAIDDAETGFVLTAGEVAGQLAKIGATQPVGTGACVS
The depositor's hits bear a star; ? = inconclusive; nt = not tested or not shown; & = joins results of further samples. Unless noted, no stated cut-off is given here; in the data, active means inhibition above about 30%; inactive means the rest.

The line under a structure holds: DUSP3 inh	FadD28 FP inh	BoNT F protease	Rv3671c protease	Mtb FBA inh	UGM FP inh	CCHFV vOTU inh	GDH-TPI inh	MazF activator	BioA inh
O=C1CCCN1CC(O)CS(=O)(=O)Cc1ccc(Cl)cc1 (configuration not stated)
→ nt	-3.3	nt	-1	2	-0.9	-2	-2	13	-1.0
Cc1ccc(C)c(Cc2c(C)nc3c(C(=O)N4CCOCC4)cnn3c2C)c1
→ 7	1.7	4	-3	62*	-4.9	-26	6	-6	2.6
COc1ccc2nc(NC(=O)CSc3nnc(C)n3N)sc2c1
→ 13	0.4	-1	5	3	-1.1	3	19	1	-2.4
O=C(N/N=C/c1ccncc1)NC1CCCCC1
→ 22	-1.9	-4	2	1	-1.7	2	6	7	nt
O=S(=O)(NCC1CN(S(=O)(=O)c2ccc3c(c2)OCCO3)C1)c1c(F)cccc1F
→ nt	-4.9	4	-7	0	-2.2	-5	3	-5	1.2
O=C(Nc1ccc(Cl)cc1N1CCOCC1)C1CC1
→ -6	0.2	7	1	3	-2.1	6	10	-17	-0.4
COc1ccc(-n2c(COc3ccc(Cl)cc3Cl)n[nH]c2=S)cc1
→ nt	-0.2	3	nt	4	nt	10	19	-2	-6.8
CSc1nc(N)c2c(n1)N(C)C=NS2(=O)=O
→ nt	-3.8	-1	nt	-1	nt	11	4	9	-1.8
CCNC(=O)C1(C)CCCN(C(=O)COCc2ccccc2)C1 (configuration not stated)
→ nt	-0.1	1	nt	2	nt	-5	7	nt	-0.1
O=C(Nc1nc(-c2ccccn2)cs1)c1cc(Cl)ccc1[N+](=O)[O-]
→ 24	-4.1	-7	3	4	0.1	-11	9	-3	nt
CC(C)c1ccc(Nc2n[nH]c(=S)s2)cc1
→ nt	-2.7	-3	nt	0	nt	18	nt	nt	nt
CCOC(=O)c1c(C)nc2sc(C(=O)Nc3ccc(OC)cc3)c(N)c2c1-c1ccc(OC)cc1
→ 10	1.7	-2	-8	4	-0.6	-4	5	-9	nt
CCN1C(=O)/C(=C/c2ccc(N(CC)CC)cc2OC)C(=O)NC1=S
→ 5	-0.3	-5	-25	-4	1.3	15	21	-37	nt
NC(Cc1ccc(Cl)cc1)c1csc(NC(=O)NCC2CCCCC2)n1 (configuration not stated)
→ nt	4.3	-29	nt	-3	nt	3	3	nt	-1.4
Cc1ccc(C)c(OCCC(=O)NCCc2ccc(S(N)(=O)=O)cc2)c1
→ 7	-0.3	-1	-2	2	2.2	0	2	10	-0.9
CCCCCCCCCCCCCCCCn1cc[n+](C)c1
→ 0&11	49*	-11	13&0	-4	0.5&-1.5	39*	3	-34&-33	nt
O=C(COC(=O)CNC(=O)c1cccs1)Nc1ccc(C(F)(F)F)cc1[N+](=O)[O-]
→ nt	0.3	-2	3	0	-0.2	14	2	-6	1.4
CCS(=O)(=O)N1CCN(c2cnn(-c3ccccc3)c(=O)c2Cl)CC1
→ -17	-5.3	1	5	-1	1.0	3	-3	2	3.4
Cc1ccc(NC(=O)c2ccc([N+](=O)[O-])s2)cc1S(=O)(=O)N1CCOCC1
→ nt	-1.4	nt	7	-1	3.4	6	4	9	-0.6
COCCN=c1scc(-c2cccs2)n1/N=C/c1ccc(O)c(O)c1O
→ 35	1.7	-39	-1	-2	-2.0	21	24	1	nt
COc1cc(OC)c(NC(=S)Nc2cc(Cl)cc(Cl)c2)cc1Cl
→ -11	-8.2	0	-2	-1	-4.4	0	-1	60*	nt
O=C(O)c1ccc(NCc2nc3ccccc3n2CCOc2ccccc2Cl)cc1
→ 22	-3.3	4	8	1	0.9	-5	-1	0	-0.9
C=CCn1c(SCC(=O)NC2CCCC2)nnc1-c1ccccn1
→ -14	-0.7	-4	2	3	-2.0	-2	19	3	2.0
CC(C)(C)CN1CCNC(=O)C1CC(=O)N1CCN(c2ccccc2)CC1 (configuration not stated)
→ 8	-1.0	13	16	3	2.1	-12	3	5	0.7
CC(C)C1Nc2ccc(S(=O)(=O)N3CCOCC3)cc2NC1=O (configuration not stated)
→ 13	-1.8	0	8	1	0.2	-8	3	8	0.7
CC(=O)Oc1cc(C)cc2oc(=O)cc(-c3ccccc3)c12
→ -20	-0.4	?	0	-1	-1.2	-5	8	7	6.4
O=C1c2ccccc2NC2(CCCC2)N1N=C1CCCC1
→ 30	1.1	3	1	6	0.2	-2	14	6	0.9
Cn1c(COc2ccc(Cl)cc2)nnc1SCC(=O)NC1CCCCC1
→ nt	1.3	5	6	3	-2.2	9	27	11	-3.5
Cc1ccc(SCCSc2ncccn2)cc1
→ 11	-1.0	?	-3	-1	-1.0	12	13	-11	0.0
Cc1[nH]n2c(=O)c3c(nc2c1-c1cccc2ccccc12)CCC3
→ 37	-0.2	-2	5	51*	-0.8	-14	8	1	6.0

Continued (four carried over from the part before).
The line under a structure holds: DUSP3 inh	FadD28 FP inh	BoNT F protease	Rv3671c protease	Mtb FBA inh	UGM FP inh	CCHFV vOTU inh	GDH-TPI inh	MazF activator	BioA inh
O=C1c2ccccc2NC2(CCCC2)N1N=C1CCCC1
→ 30	1.1	3	1	6	0.2	-2	14	6	0.9
Cn1c(COc2ccc(Cl)cc2)nnc1SCC(=O)NC1CCCCC1
→ nt	1.3	5	6	3	-2.2	9	27	11	-3.5
Cc1ccc(SCCSc2ncccn2)cc1
→ 11	-1.0	?	-3	-1	-1.0	12	13	-11	0.0
Cc1[nH]n2c(=O)c3c(nc2c1-c1cccc2ccccc12)CCC3
→ 37	-0.2	-2	5	51*	-0.8	-14	8	1	6.0
Cc1ccc(CNC(=O)C2COc3ccccc3O2)cc1 (configuration not stated)
→ 15	0.1	0	-1	-3	-0.8	-7	1	-6	nt
Nc1nc(SCC(=O)c2cccs2)n[nH]1
→ 10	-2.0	5	0	6	-1.1	-9	4	-8	nt
Cc1ccc(Cl)c(OCC(=O)N(C)CC(=O)Nc2ccc(N3CCOCC3)cc2)c1
→ nt	-2.5	nt	4	-1	0.7	14	10	2	-1.0
Cc1ccsc1/C=N/N1CCN(C2c3ccccc3-c3ccccc32)CC1
→ 14	0.6	-4	-1	1	-0.4	12	7	-4	-5.0
N#CC1(Nc2ccc(Br)cc2)CCCC1
→ nt	-3.0	-4	nt	2	nt	0	-7	8	-0.9
O=C(CN1C(=O)CCS(=O)(=O)c2ccccc21)NCCc1ccccc1
→ 2	-3.4	3	4	-4	4.3	3	-7	5	0.1
CC(OC(=O)CCCN=C1NS(=O)(=O)c2ccccc21)C(=O)NC1CCCCC1C (configuration not stated)
→ -19	-5.2	1	0	-5	1.2	3	-8	3	0.4
COc1cc(C(=O)NCCN2C(=O)S/C(=C\c3ccc(F)cc3)C2=O)ccc1OCC(=O)N1CCOCC1
→ 10	nt	nt	-2	nt	0.6	nt	nt	3	nt
S=C(Nc1ccc2nsnc2c1)N1CCCCC1
→ 3	0.9	-2	-17	1	2.6	96*	14	-3	nt
COc1ccc(NC(=O)C(NS(=O)(=O)c2ccc3c(c2)CCCN3C(C)=O)C(C)C)c(OC)c1 (configuration not stated)
→ 5	0.1	-20	-2	3	0.3	0	0	1	nt
CCCCn1c(N)c(N(CC(C)C)C(=O)c2cccc(S(=O)(=O)N3CCN(C)CC3)c2)c(=O)[nH]c1=O
→ nt	-0.4	-4	0	1	nt	-5	0	-2	nt
CC(/C=C/C(=O)c1ccc(C)cc1)=C\c1ccccc1
→ 6	-1.5	3	-8	0	0.7	23	1	-4	nt
COC(=O)c1ccc(CC2(C)C(=O)Nc3ccc(OC(F)(F)F)cc32)o1 (configuration not stated)
→ nt	-6.9	-3	nt	0	nt	12	-12	nt	0.5
CCOc1cc(/C=N/n2cnnc2)ccc1OS(=O)(=O)c1ccccc1
→ 24	-5.7	-2	-5	-1	-1.1	1	2	-2	0.0
CCN(CC)S(=O)(=O)c1ccc2c(c1)CC(C(=O)N1CCCC1)N2C(C)=O (configuration not stated)
→ 7	-0.1	2	-14	-5	0.9	15	-6	-5	0.9
COc1ccc(C(=O)Nc2ccccc2)cc1S(=O)(=O)Nc1cc(C)on1
→ 16	-0.7	-14	1	-1	3.8	-7	5	0	nt
O=C(NCCC(=O)N(Cc1ccco1)Cc1cccs1)c1ccc(Br)cc1
→ nt	-5.2	-4	-9	-2	4.8	9	-15	4	1.7
Cc1ccc(S(=O)(=O)NCCOCCNS(=O)(=O)c2ccc(C)cc2)cc1
→ 23	-1.9	0	-3	0	-1.8	-4	13	-1	0.8
CCC(=O)Nc1nnc(C)s1
→ 27	-0.6	-2	nt	-1	nt	1	-4	-26	-1.6
C[C@H]1C(c2ccc(F)cc2)=NN(c2ccccc2)[C@@H]1CO
→ nt	-0.2	1	nt	23	nt	-31	13	-1	2.0
COc1ccc(C(=O)N2CCCC(N3CCN(c4ccccc4OC)CC3)C2)c(OC)n1 (configuration not stated)
→ 20	-1.7	1	5	0	0.1	-9	7	9	-0.2
COCCN(C(=O)c1csnn1)C(C(=O)NC(C)(C)C)c1cccc(OC)c1 (configuration not stated)
→ 10	-6.7	-7	-1	-2	1.7	-1	-7	6	0.4
COc1ccc(C(=O)c2no[n+]([O-])c2C(=O)c2ccc(OC)cc2)cc1
→ 10	-3.4	7	4	0	-0.2	8	8	-2	nt
COc1cccc(CNC(=O)COc2cccc3c2OC(C)(C)C3)c1
→ nt	-1.7	?	6	5	-2.7	-6	0	-12	1.5
CC(=O)Nc1cc(-c2cccc(C)c2)cn2c(-c3ccc(S(C)(=O)=O)cc3)cnc12
→ nt	-1.4	0	nt	35*	nt	-14	14	nt	-1.2
CCOc1ccccc1OCC(=O)Nc1cccc(S(=O)(=O)N2CCCCCC2)c1
→ nt	-2.0	21	-3	1	1.9	7	10	5	0.5
O=C(CCc1nc2ccccc2c(=O)[nH]1)N1CCN(S(=O)(=O)c2ccc(F)cc2)CC1
→ nt	-2.5	-8	-2	0	2.2	2	-9	6	4.8
COc1ccc(S(=O)(=O)Nc2ccc(NC(C)=O)cc2)cc1
→ -2	-1.2	-6	-6	0	-0.6	-17	2	-3	-2.5
O=C(Cc1ccc(Cl)cc1Cl)OCC(=O)N1CCN(C(=O)c2ccco2)CC1
→ -1	-0.2	0	-1	1	3.2	10	3	6	nt
O=C(c1ccco1)N1CCN(C(c2cccs2)c2sc3ncnn3c2O)CC1 (configuration not stated)
→ 27	-3.5	-7	4	-2	-1.2	14	10	-4	0.4

Continued:
The line under a structure holds: DUSP3 inh	FadD28 FP inh	BoNT F protease	Rv3671c protease	Mtb FBA inh	UGM FP inh	CCHFV vOTU inh	GDH-TPI inh	MazF activator	BioA inh
O/N=C1\CCC\C1=C/c1ccco1
→ 19	-2.1	-3	2	1	1.0	-4	11	2	-0.7
CC1(C(=O)NS(=O)(=O)c2cccc(C#N)c2)CCN1C(=O)Cc1ccc(-c2ccccc2)cc1 (configuration not stated)
→ nt	-1.0	-2	nt	-1	nt	6	-2	nt	-0.3
Cc1nc(-c2ccc([N+](=O)[O-])cc2)c(-c2ccccc2)o1
→ 22	nt	?	12	2	-0.1	-1	10	3	0.3
CCCOc1ccc(C(=O)Nc2ccc(S(=O)(=O)N3C[C@@H]4C[C@@H](C3)c3cccc(=O)n3C4)cc2)cc1
→ nt	-3.7	1	-12	-1	-0.5	-2	3	7	-0.6
COc1ccccc1N1CCN(CCNC(=O)Nc2cccc(C)c2C)CC1
→ 6	1.2	20	-5	-1	1.3	-22	3	8	-0.3
CCn1cc(Br)c(C(=O)NN)n1
→ -14	-1.0	-14	3	-1	2.9	9	7	-12	0.2
Cc1ccc(OCCn2ccnc2)c([N+](=O)[O-])c1
→ -23	-3.2	-9	-1	1	0.7	2	5	6	-0.8
COc1ccc(-c2nnc(SCc3ccc(C(=O)O)cc3)o2)cc1OC
→ -4	-3.7	-1	0	-2	0.9	2	-17	6	-1.7
C=C(C)C1CC=C(C)/C(=N/NC(=O)c2ccoc2C)C1 (configuration not stated)
→ -8	-7.0	0	-1	-1	0.0	-15	-6	-4	0.3
O=C1c2ccccc2C(=O)c2c1cccc2N1CCN(Cc2ccccc2)CC1
→ 25	-1.0	-16	9	3	2.2	nt	2	8	0.0
CSc1ccc(NC(=O)NCCN2CCc3ccccc3C2)cc1
→ 14	-2.3	-9	8	6	2.7	13	1	-4	1.3
